# TRPC4 act: TRPC4 (mouse) channel activation; Q9QUQ5; HEK293 TRPC4beta/mu-opioid, Fluo4 calcium fluorescence; active compounds read high; B-score at 10 µM; 0.49% of 310,000 active; AID 2237;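 active = B-score above 5 SD of library B-scores, and initial fluorescence ratio not above library mean plus 5 SD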;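 also: positive B-score marks a calcium rise read as TRPC4 activation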
#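 Test system: HEK293 cells stably co-expressing mouse TRPC4beta and mu-opioid receptor | Schedule: Fluo4 dye loading 45 min at room temperature, 110 s recording | Measured by: Kinetic Fluo4 calcium fluorescence, 5 s baseline at 1 Hz | Evaluation: B score of integrated ratio | Controls: Buffer (low) and maximal DAMGO (high)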
# ANO1 block: blocks the mouse calcium-activated chloride channel TMEM16A | HEK293 TMEM16A/YFP iodide influx fluorescence, ionomycin | normalized B-score (activity score, 25-100; higher = stronger inhibition) at 10 µM | 1.2% of 310,000 active | AID 588511;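 active = ratio plate-corrected score three or more library SD toward inhibition, starting fluorescence score within five deviations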;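 also: score derived from kinetic fluorescence span divided by baseline fluorescence per well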
# Target sequence (Q8BHY3 whole entry, looked up): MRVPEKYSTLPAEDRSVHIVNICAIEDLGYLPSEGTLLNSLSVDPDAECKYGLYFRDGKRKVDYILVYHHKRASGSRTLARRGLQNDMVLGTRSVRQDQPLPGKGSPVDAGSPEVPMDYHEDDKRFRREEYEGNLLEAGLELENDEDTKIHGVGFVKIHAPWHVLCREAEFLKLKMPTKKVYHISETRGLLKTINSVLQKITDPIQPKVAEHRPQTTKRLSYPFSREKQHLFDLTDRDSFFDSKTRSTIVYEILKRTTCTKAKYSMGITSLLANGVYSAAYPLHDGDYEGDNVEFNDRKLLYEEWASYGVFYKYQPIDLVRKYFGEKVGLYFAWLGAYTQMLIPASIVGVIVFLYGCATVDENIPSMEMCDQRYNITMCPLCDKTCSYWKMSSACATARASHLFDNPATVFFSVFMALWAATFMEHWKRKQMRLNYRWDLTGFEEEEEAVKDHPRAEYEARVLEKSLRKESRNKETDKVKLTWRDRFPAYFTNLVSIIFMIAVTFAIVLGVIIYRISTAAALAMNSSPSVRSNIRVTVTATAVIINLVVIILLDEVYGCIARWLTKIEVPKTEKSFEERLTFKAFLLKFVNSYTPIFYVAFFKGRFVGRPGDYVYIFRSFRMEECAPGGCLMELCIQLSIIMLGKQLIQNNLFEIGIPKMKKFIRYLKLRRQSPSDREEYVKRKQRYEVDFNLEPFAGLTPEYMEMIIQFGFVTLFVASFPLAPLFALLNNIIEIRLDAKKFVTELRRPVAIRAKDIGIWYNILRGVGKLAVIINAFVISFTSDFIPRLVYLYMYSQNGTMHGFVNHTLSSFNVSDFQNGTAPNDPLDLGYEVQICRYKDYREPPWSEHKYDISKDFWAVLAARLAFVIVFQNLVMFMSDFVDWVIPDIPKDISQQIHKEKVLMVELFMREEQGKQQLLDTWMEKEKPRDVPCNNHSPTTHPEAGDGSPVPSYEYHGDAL
# KCNQ1 pot: human KCNQ1 channel potentiation or activation; P51787; CHO-K1 KCNQ1, thallium flux FluxOR fluorescence; active compounds read high; B-score at 10 µM; 0.35% of 310,000 active; AID 2648;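 active = fluorescence ratio B-score, a plate-corrected score, at least three library SD, with initial intensity B-score within 5 SD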
#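 Material: CHO-K1 cells stably expressing KCNQ1. Medium: assay buffer for compound exposure, DMSO matched across wells. Reagent: K+/Tl+ depolarizing stimulus. Compound dosing: single-concentration screen. Times: 37 °C overnight plating, 90-min dark dye load, 20-min compound pretreatment. Technique: FluxOR Tl+ flux fluorescence.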
# TMEM16A act: activates or potentiates the mouse TMEM16A chloride channel; Q8BHY3; HEK293 TMEM16A/YFP-H148Q/I152L, iodide quench fluorescence; active compounds read low; B-score at 10 µM; 0.3% of 340,000 active; AID 623877;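 active = fluorescence-ratio B-score plate-corrected deviation score at least 3 library SD below zero, with starting fluorescence score within 5 deviations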;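 also: channel opened by trigger with iodide after compound preincubation; score built on the fluorescence ratio of max minus min over baseline; more negative score means more quench and so TMEM16A activation or potentiation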
# HDAC3 inhib: human HDAC3 inhibition | recombinant HDAC3, fluorogenic peptide/trypsin coupled, fluorescence | AID 2718 | 0.15% of 320,000 active | inhibition, % at 8.3 µM | O15379; in the data active = inhibition above about 26%, passing the limit was not always enough
# KCNQ1 block: blocks the human KCNQ1 potassium channel; P51787; CHO-K1 KCNQ1, FluxOR thallium flux fluorescence; active compounds read high; B-score at 10 µM; 1.3% of 310,000 active; AID 2642;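 active = compounds whose thallium flux B-score, printed positive for inhibition, exceeds three library SD while starting fluorescence stays within three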;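 also: channel opened by potassium depolarization with thallium stimulus after 20 min compound exposure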
# DYRK1A inh: blocks rat Dyrk1A kinase activity; Q63470; ADP-Glo luminescence, NFATc1 peptide; inhibition, % at 12.5 µM; 0.43% of 310,000 active; AID 504441; in the data active = inhibition above about 50%;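 also: plate controls were vehicle with enzyme for no effect and no enzyme for full effect; many of its hits are not listed in these tables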
# KCNK9 inh: blocks the human KCNK9 two-pore domain potassium channel. Q9NPC2. HEK293 KCNK9, FluxOR thallium flux fluorescence; active compounds read low. B-score at 10 µM. 1.2% of 310,000 active. AID 488922;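 active = ratio B-score over 3 SD below the library mean, with starting fluorescence within 5 SD of its mean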;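 also: negative B-score means less thallium flux so channel inhibition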
# TRPC4 PAM: TRPC4 (mouse) allosteric potentiation | Q9QUQ5 | 0.42% of 310,000 active | HEK293 TRPC4beta/mu-opioid, DAMGO EC20, Fluo-4 Ca2+ flux; active compounds read high | B-score at 10 µM;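 active = B-score of calcium response area above 5 SD of library B-scores, with initial fluorescence ratio within 5 SD of library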;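 also: B-score of integrated fluorescence ratio over time as area under calcium response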
# KCNK3 block: human KCNK3 channel inhibition, primary screen | CHO-KCNK3 thallium flux, FluxOR fluorescence; active compounds read low | B-score at 10 µM | 0.84% of 340,000 active | AID 602410 | O14649;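 active = B-score under library mean minus 4 SD, starting fluorescence ratio at most library mean plus 5 SD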;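 also: more negative B-score means stronger inhibition of thallium flux through KCNK3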
# hERG rescue: compounds protecting human hERG from proarrhythmic drug block; AID 1511; CHO-hERG, FluxOR thallium flux, dofetilide IC70 present; activation (rescue from dofetilide block), less the hit threshold, % at 10 µM; 0.51% of 310,000 active; Q12809;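 active = activation above the mean of controls blocked by dofetilide plus 5 SD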;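 also: thallium influx through hERG after potassium depolarization seen as dye fluorescence rise; in these data hits start at about 4.7%; inactives centre near -7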
# * marks the source's active call; other numbers are inactive results; i = inactive; / = no result given; & = joins results of further samples. These rows are one share of the data; rates above refer to the full screens.
SMILES,TRPC4 act,ANO1 block,KCNQ1 pot,TMEM16A act,HDAC3 inhib,KCNQ1 block,DYRK1A inh,KCNK9 inh,TRPC4 PAM,KCNK3 block,hERG rescue
NS(=O)(=O)c1cccc(NC(=O)COC(=O)Cn2cnc3ccccc32)c1,i,i,i,i,4.5,i,-1.1,i,i,i,-9.5
CCc1ccc(-c2cc(C)no2)cc1S(=O)(=O)NC(C)Cc1ccco1 (stereo not given),i,i,i,i,1.4,i,/,i,i,i,-8.7
C[C@@H](CO)NC(=O)c1ccc2c3n(nc2c1)-c1ccccc1CO3,i,i,i,i,-0.9,i,14.2,i,i,i,-6.5
O=C(COc1ccccc1C(=O)O)Nc1ccc(SC(F)F)cc1,i,i,i,i,-4.2,i,-1.9,i,i,i,-7.6
CC1CN(CCCCOc2ccc(Cl)c3ccccc23)CC(C)O1 (stereo not given),i,i,i,i,-2.7,i,3.8,i,i,i,-10.0
COC(=O)c1ccc(CN2C(=O)C3CCCCC3C2=O)o1 (stereo not given),i,i,i,i,-2.3,i,-4.2,i,i,i,1.4
Cc1ccc(NC(=O)CN(C)CC(=O)NC2CCCc3ccccc32)cc1 (stereo not given),i,i,i,i,-1.5,i,-4.1,i,i,i,-12.1
CCN(CC)S(=O)(=O)c1ccc(NS(=O)(=O)c2cccc(C)c2)cc1,i,i,i,i,-1.4,i,0.2,i,i,i,-8.2
CCCCN(C(=O)CN1C(=O)C2CCCCC2C1=O)c1c(N)n(Cc2ccccc2)c(=O)[nH]c1=O (stereo not given),i,i,i,i,-15.7,i,-4.7,i,i,i,-16.7
O=C(CN1CCN(C/C=C/c2ccccc2)CC1)Nc1ccc(F)cc1F,i,i,i,i,-10.1,i,/,i,i,i,-15.6
COc1ccc(/C=C(\C#N)C(=O)OCCNC(=O)c2ccncc2)cc1,i,i,i,i,0.8,i,5.0,i,i,i,-3.0
Cc1ccc(C(C)C)cc1S(=O)(=O)Nc1cccnc1,i,i,i,i,-2.1,i,2.0,i,i,i,-1.7
CCN(CC)CCNC(=O)c1ccc(NC2=NC3CS(=O)(=O)CC3S2)cc1 (stereo not given),i,i,i,i,4.2,i,-7.4,i,i,i,-3.6
CC(C)(C)c1ccc(-c2nc(-c3ccncc3)no2)cc1,i,i,i,i,9.1,i,-4.1,i,i,i,-14.8
Cc1nnc2ccc(-c3cccc(NC(=O)c4ccc(Br)o4)c3)nn12,i,i,i,i,-2.1,i,18.7,i,i,i,-10.6
COc1ccc(C(=O)c2ccc(OC)c(OC)c2)cc1,i,i,i,i,0.5,i,-2.1,i,i,i,2.9
COc1cc(=O)n(C)c2ccccc12,i,i,i,i,-4.2,i,6.3,i,i,i,-5.8
Cc1cccn2c(=O)c3cc(C#N)c(=O)n(CCCN4CCOCC4)c3nc12,i,i,i,i,-279.3,i,-1.0,i,i,i,-6.7
CCC(C(=O)NCCc1ccc(OC)c(OC)c1)n1nc(C)n2c(cc3occc32)c1=O (stereo not given),i,i,i,i,-4.7,i,-7.3,i,i,i,-8.5
Cc1sc2c(c1C)C(=O)/C(=C\Nc1ccccn1)S(=O)(=O)N2C,i,i,i,i,-12.7,i,0.2,i,i,i,-2.8
COC(=O)c1ccc2nc(C(F)(F)F)[nH]c2c1,i,i,i,i,4.3,i,21.7,i,i,i,-3.3
COCCNC(=O)CCN1N=C(c2ccccc2)CCC1=O,i,i,i,i,-4.1,i,6.1,i,i,i,-5.8
O=C(NNC(=O)c1ccc(Cl)c(S(=O)(=O)Nc2ccc(Cl)cc2)c1)c1ccc(=O)[nH]c1,i,i,i,i,3.5,i,15.6,i,i,i,-16.1
CCCc1cc(=O)oc2cc(C)cc(OCC(=O)NC3CCN(Cc4ccccc4)CC3)c12,i,i,i,i,-3.8,i,-1.2,i,i,i,-5.2
COc1ccc(C(=O)NC(=S)N2CCN(c3ccccc3OC)CC2)cc1OC,i,i,i,i,0.2,i,2.2,i,i,i,-1.9
COc1cc(NC(=O)COC(=O)CNC(=O)c2cc(C)cc(C)c2)c(C)cc1[N+](=O)[O-],i,i,i,i,-5.0,i,-0.4,i,i,i,-11.8
COc1ccc(NC(=O)CN2C(=O)COc3ccc(S(=O)(=O)N4CCOCC4)cc32)c(OC)c1,i,i,i,i,1.5,i,-0.8,i,i,i,-7.8
C/C=C/c1ccc(OCC(=O)OCC2=C(C(=O)OCC)C(C)NC(=O)N2)c(OC)c1 (stereo not given),i,i,i,i,3.9,i,-0.6,i,i,i,-17.2
COc1ccc(CC(=O)N2CCOCC2)cc1,i,i,i,i,-0.3,i,-1.3,i,i,i,-5.5
Cc1ccc(-n2nnnc2-c2ccccc2)cc1,i,i,i,i,3.4,i,/,i,i,i,-10.5
CC/C(=N/N=C(/CC)c1ccc(O)cc1)c1ccc(O)cc1,i,i,i,i,-6.0,i,-1.2,-15.2*,i,-9.62*,-3.6
O=C(c1ccco1)c1cc2c(ccc3ccccc32)oc1=O,i,i,i,i,-38.4,i,4.1,i,i,i,-5.3
NC(=O)CC(NC(=O)Cc1ccc(Br)cc1)c1ccc(N2CCN(c3ccccc3)CC2)c([N+](=O)[O-])c1 (stereo not given),i,i,i,i,-10.5,i,1.0,i,i,i,-7.4
CC1CC(C)(C)NC(=S)O1 (stereo not given),i,i,i,i,-1.1&5.7,i,0.0,i,i,i,-0.6&-7.5
OCCN1C[C@H](O)[C@@H](O)[C@H](O)[C@H]1CO,i,i,i,/,-7.6,i,/,i,i,/,-4.8
O=C(NCCc1ccc(F)cc1)c1cccs1,i,i,i,i,-2.3,i,8.5,i,i,i,-1.6
Nc1nc(-c2ccco2)c(-c2ccco2)s1,i,i,i,i,-5.0,i,-3.4,i,i,i,-3.3
O=C(CN(C(=O)Cn1nnc(-c2cccs2)n1)c1ccc2c(c1)OCCO2)NCC1CCCO1 (stereo not given),i,i,i,i,1.6,i,4.7,i,i,i,-0.8
Cc1ccsc1C(C(=O)NC(C)(C)C)N(C(=O)c1csnn1)c1ccccc1 (stereo not given),i,i,i,i,-9.0,i,2.1,i,i,i,-23.7
O=c1[nH]n2c(=O)c3c([nH]c2c1N=Nc1ccccc1)CCC3,i,i,i,i,24.1,i,7.3,i,i,i,-7.3
O=C(O)c1ccc2nnn(O)c2c1,i,i,i,i,0.9,i,-2.6,i,i,i,-2.2
CC(C)(C)c1ccc(S(=O)(=O)C(C)(C)C)cc1,i,i,i,i,-2.8,i,-1.2,i,i,i,-8.2
COC(=O)COc1ccc(NC(=O)Cn2nc(-c3ccccc3)c3ccccc3c2=O)cc1,i,i,i,i,-1.7,i,10.9,i,i,i,-11.5
C=CCNC(=S)Nc1cccc2ccccc12,i,i,i,i,2.0,i,3.6,i,i,i,-4.8
Cc1ccc(C)c(N(CC(=O)NCc2ccc3c(c2)OCO3)C(=O)CCC(=O)Nc2ccccn2)c1,i,i,i,i,1.9,i,0.4,i,i,i,-5.5

# Some entries already given, reduced to ANO1 block and TMEM16A act.
smiles,ANO1 block,TMEM16A act
O=C(CN(C(=O)Cn1nnc(-c2cccs2)n1)c1ccc2c(c1)OCCO2)NCC1CCCO1 (stereo not given),i,i
O=C(NCCc1ccc(F)cc1)c1cccs1,i,i
O=c1[nH]n2c(=O)c3c([nH]c2c1N=Nc1ccccc1)CCC3,i,i

# Continued.
SMILES,TRPC4 act,ANO1 block,KCNQ1 pot,TMEM16A act,HDAC3 inhib,KCNQ1 block,DYRK1A inh,KCNK9 inh,TRPC4 PAM,KCNK3 block,hERG rescue
c1ccc(-c2nc(-c3cccs3)[nH]c2-c2ccccc2)cc1,i,i,i,i,-3.0,i,-7.8,i,i,i,-4.4
CN(C)CCCn1c(=S)[nH]c2ccccc2c1=O,i,i,i,i,-7.3,i,2.4,i,i,i,-7.0
O=C(CN1CCN(CC(=O)Nc2ccccn2)CC1)Nc1ccccn1,i,i,i,i,3.8,i,2.4,i,i,i,-6.1
Cn1c(C(=O)Nc2ccc(Cl)cc2)cc2cc(Cl)ccc21,i,i,i,i,-8.7,i,5.2,i,i,i,-14.6
CCN(CC)S(=O)(=O)c1cccc(S(=O)(=O)N2CCCCC2)c1,i,i,i,i,-3.1,i,4.5,i,i,i,-9.6
CSc1nc(Nc2ccc(Cl)cc2)c(C#N)c(=O)[nH]1,i,i,i,i,-15.5,i,-4.2,i,i,i,-2.5
Cc1ccc(Cl)cc1NC(=O)c1cc2ccccc2cc1O,i,i,i,i,/,i,-6.8,i,i,i,-23.1
Cc1ccccc1NC(=O)C1Cc2ccccc2CN1C(=O)OCc1ccccc1 (stereo not given),i,i,i,i,/,i,-0.3,i,i,i,-7.9
O=C(NC1CCCCC1)C(c1ccccn1)N(C(=O)c1csnn1)c1ccccc1F (stereo not given),i,i,i,i,-15.0,i,-3.8,i,i,i,-3.9
COc1ccc(NC(=O)CSc2nnc(-c3cccs3)n2C)cc1OC,i,i,i,i,10.6,i,-4.0,i,i,i,-6.0
NC(=O)c1cc(S(=O)(=O)NCc2cccc(Br)c2)cs1,i,i,i,i,5.5,i,-2.6,i,i,i,-5.9
Cc1cc(C)n2nc(SCCC(=O)NCCc3ccccc3)nc2n1,i,i,i,i,5.7,i,-1.7,i,i,i,-10.0
Cc1cc(NC(=O)C2CCCCC2)nc2c1c(=O)oc1ccccc12,i,i,i,i,-11.8,i,3.0,i,i,i,-11.3
Cc1nn(-c2ccccc2)c(NC(=O)c2cccs2)c(-c2ccc(Cl)cc2)c1=O,i,i,i,i,-7.5,i,-5.9,i,i,i,-7.0
Cc1nc2cc(NCc3cccs3)ccc2n1C,i,i,i,i,-6.3,i,/,i,i,i,-11.6
COc1cccc(-c2nc(CS(=O)(=O)CC(=O)NCCc3ccc(C)cc3)c(C)o2)c1,i,i,i,i,3.5,i,1.9,i,i,i,-4.5
N#CC1(c2ccccc2)CCCN1C(=O)c1ccccc1Br (stereo not given),i,i,i,i,-10.9,i,2.1,i,i,i,-4.5
CCCCCn1nc(C)c(/C=N/NC(=O)c2ccoc2C)c1C,i,i,i,i,6.7,i,-9.1,i,i,i,-1.2
COc1ccccc1NC(=O)CS(=O)(=O)c1cn(CC(=O)N(C(C)C)C(C)C)c2ccccc12,i,i,i,i,-2.2,i,-14.7,i,i,i,-13.7

# Screening results: PubChem BioAssay, several laboratories
